TDP1 cell noCPT: qHTS for Inhibitors of human tyrosyl-DNA phosphodiesterase 1 (TDP1): qHTS in cells in absence of CPT | DT40 Tdp1-/- hTDP1 cells, no CPT, ATP luminescence, 48 h | Potency, µM (top dose mostly 46.2 µM), without a hit: at the highest dose activity change, negative = growth inhibition, most hits filed as inhibitors | hit rate 15% among 420,000 | AID 686978, 2013; also: nearly all actives have a fitted effect of over 55% in size
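Chicken DT40 Tdp1-/- cells complemented with human TDP1, screened without camptothecin (DMSO vehicle only), 400 cells/well. Compounds pin-transferred, cells incubated at 37 °C for at least 48 hr. Growth read as ATP-dependent luminescence (CellTiter-Glo, 30 min at RT).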
TDP1 inh: qHTS Assay for Inhibitors of Tyrosyl-DNA Phosphodiesterase (TDP1); Tyrosyl-DNA phosphodiesterase 1 (Homo sapiens), Q9NUW8; recombinant TDP1, AlphaScreen DNA substrate cleavage; Potency, µM (highest dose often 130 µM), for inactives: top-dose activity change, negative = inhibition, most hits filed as inhibitors; hit rate 0.28% among 350,000; AID 485290, 2010; also: nearly all actives have a fitted effect of over 40% in size
Target sequence (Q9NUW8 whole entry, looked up): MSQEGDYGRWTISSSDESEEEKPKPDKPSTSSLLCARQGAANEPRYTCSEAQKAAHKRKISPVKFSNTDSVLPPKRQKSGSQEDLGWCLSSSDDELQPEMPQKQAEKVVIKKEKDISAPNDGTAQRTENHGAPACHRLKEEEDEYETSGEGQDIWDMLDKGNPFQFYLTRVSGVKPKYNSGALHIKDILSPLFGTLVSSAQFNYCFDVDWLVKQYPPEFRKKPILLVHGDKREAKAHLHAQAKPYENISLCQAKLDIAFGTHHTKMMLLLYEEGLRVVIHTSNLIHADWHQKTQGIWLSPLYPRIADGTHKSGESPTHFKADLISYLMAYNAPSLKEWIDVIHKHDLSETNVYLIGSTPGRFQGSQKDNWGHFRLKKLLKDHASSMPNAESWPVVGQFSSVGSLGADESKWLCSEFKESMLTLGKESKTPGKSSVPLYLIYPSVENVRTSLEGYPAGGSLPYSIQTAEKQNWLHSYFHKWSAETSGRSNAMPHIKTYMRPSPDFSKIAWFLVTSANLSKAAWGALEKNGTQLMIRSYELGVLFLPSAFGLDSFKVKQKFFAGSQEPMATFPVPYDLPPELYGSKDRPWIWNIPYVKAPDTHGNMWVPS
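Signal: AlphaScreen proximity between streptavidin donor and anti-FITC acceptor beads on intact substrate. Reaction: Tdp1 1 nM, substrate 15 nM final, 5 min RT after 15 min compound preincubation.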
TDP1 cell CPT: qHTS for Inhibitors of human tyrosyl-DNA phosphodiesterase 1 (TDP1): qHTS in cells in presence of CPT; chicken DT40 Tdp1-/-;hTDP1 cells + 20 nM CPT, ATP luminescence, 48 h; Potency, µM (highest dose often 46.2 µM), without a hit: top-dose activity change, negative = growth inhibition, hits mostly inhibitors; hit rate 12% among 420,000; also: nearly all actives have a fitted effect of over 55% in size
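Chicken DT40 Tdp1-/- cells stably complemented with human TDP1 were seeded at 400 cells/well in medium containing 20 nM camptothecin, exposed to pin-transferred compounds, and grown at 37 °C for at least 48 hr. Viability was read as ATP luminescence.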
Active calls of the source: *; u = inconclusive; x = not tested or not shown; [ ] = remark or other dose. Calls follow the shape of the dose curve; as a rule, active = well fitted curve in the direction sought with a large enough effect; inconclusive = small, poorly fitted or top-dose-only effect, or another doubt; inactive = no such curve, though single readings can be large; an effect the other way counts as inactive or inconclusive. % is scaled to controls: 0 for no effect and ±100 for the full control effect; potency is read from the fitted curve at half-maximal effect. Rows were taken by chance; 18% or so of the library scored in one or more.

nr	SMILES	TDP1 cell noCPT	TDP1 inh	TDP1 cell CPT
1	CC(C)C(NC(=O)c1ccco1)C(=O)OCC(=O)NCCc1ccccc1 (centres undefined)	-29%	1%	8%
2	O=C(CCl)N1CCN(S(=O)(=O)c2ccc3c(c2)OCCCO3)CC1	3.7µM*	0%	5.2µM*
3	O=c1c(-c2ccc(Cl)cc2)[n+]([O-])c2ccccc2n1OCc1nc2ccccc2[nH]1	-28%	5%	18%
4	COc1ccc(OC(=O)c2cnn(-c3ccccc3)c2C)cc1	-24%	-2%	-29%
5	CCOC(=O)C1CCN(C(=O)c2ccccc2NC(C)=O)CC1	-11%	3%	-4%
6	Cc1c(CC(=O)NCCCC(=O)O)c(=O)oc2cc3oc4c(c3cc12)CCCC4	-20%	x	27%
7	O=C(COC(=O)/C=C/c1ccc([N+](=O)[O-])cc1)NCC1CCCO1 (centres undefined)	-21%	-2%	-24%
8	CCNC(=O)c1ccc(C2SCC(=O)N2Cc2ccco2)cc1 (centres undefined)	-2%	2%	-14%
9	CCOC(=O)Nc1nc(-c2ccc(Cl)cc2Cl)cs1	10µM*	3%	u
10	Cc1nn(C)c(C)c1S(=O)(=O)N(CC(=O)N1CCN(c2ccccc2)CC1)c1ccc(C(C)C)cc1	16µM*	-4%	16µM*
11	Cc1cc(Nc2c(C)cccc2C)n2nc(C)nc2n1	-5%	-3%	-11%
12	CCCn1c(SCC(=O)N2CCN(C(=O)c3ccco3)CC2)nc2ccccc2c1=O	u	7%	-26%
13	CS(=O)(=O)N1CCN(CC2CC3C=CC2C3)CC1 (centres undefined)	-18%	0%	-20%
14	CN(C)CCSc1nc(O)c(-c2ccccc2)c(=O)n1-c1ccccc1	0%	6%	3%
15	CC(C)c1ccc(C(C(=O)NC2CCCC2)N(C(=O)CNC(=O)c2ccco2)c2cccnc2)cc1 (centres undefined)	-30%	-1%	-4%

In another format: results already given.
8: CCNC(=O)c1ccc(C2SCC(=O)N2Cc2ccco2)cc1 (centres undefined)
  TDP1 cell noCPT = -2% | TDP1 inh = 2% | TDP1 cell CPT = -14%

9: CCOC(=O)Nc1nc(-c2ccc(Cl)cc2Cl)cs1
  TDP1 cell noCPT = 10µM* | TDP1 inh = 3% | TDP1 cell CPT = u

10: Cc1nn(C)c(C)c1S(=O)(=O)N(CC(=O)N1CCN(c2ccccc2)CC1)c1ccc(C(C)C)cc1
  TDP1 cell noCPT = 16µM* | TDP1 inh = -4% | TDP1 cell CPT = 16µM*

11: Cc1cc(Nc2c(C)cccc2C)n2nc(C)nc2n1
  TDP1 cell noCPT = -5% | TDP1 inh = -3% | TDP1 cell CPT = -11%

(cont.)
nr	SMILES	TDP1 cell noCPT	TDP1 inh	TDP1 cell CPT
16	COc1ccc(N=C2S/C(=C\c3cc(C)n(C)c3C)C(=O)N2C)cc1	6.5µM*	12%	u
17	CCOc1ccc(CN(CC)C(=O)c2ccc3c(c2)[nH]c(=O)c(=O)n3CC)cc1OC	u	8%[0.0935 µM]	-4%
18	CN1CCC2(CC1)CCN(C(=O)c1ccncc1)CC2	0%	x	6%
19	COc1ccc(CNC(=O)CN(Cc2ccc(Cl)cc2)C(=O)c2csnn2)cc1	u	0%	u
20	O=S(=O)(Nc1ccccc1)c1cccc2nonc12	9%	5%	-13%
21	CCN(CC)S(=O)(=O)c1ccc(OC)c(NS(=O)(=O)c2cccc(C(=O)O)c2)c1	1%	-4%	-8%
22	O=C1OC(c2ccc(Cl)cc2)/C(=C(/O)c2ccccc2)C1=O (centres undefined)	0%	-6%	16%
23	CCOC(=O)c1cccnc1SCC(=O)N(C)c1ccccc1	-19%	-1%	-22%
24	COc1cc(/C=C/C(=O)OCC(=O)NCC(=O)Nc2cccc(C)c2C)ccc1OC(F)F	8%	-1%	-22%
25	COc1ccc(CNC(=O)CNC(=O)N2CC(=O)Nc3ccccc32)cc1	13%	3%	-9%
26	CC(C)(C)N=C1NC(=NC(C)(C)C)c2ccccc21	u	-3%	u
27	O=C(NCc1ccccc1Cl)C1CCC(CNc2c(N3CCCCC3)c(=O)c2=O)CC1 (centres undefined)	-2%	1%	-1%
28	CCc1nc2c(OCCOc3ccc(F)cc3)cccn2c1N(C)C(=O)c1ccc(OC)cc1	u	x	u
29	Cc1cc(-c2nn3c(C)nnc3s2)ccc1NC(=O)C(C)(C)C	-10%	x	2%
30	Cc1ccc(N2CC(C(=O)NC3CC3)CC2=O)cc1Cl (centres undefined)	-23%	3%	-1%
31	COc1ccc(CCN=Cc2ccccc2O)cc1OC	-22%	3%	-10%
32	C=CCc1cc(Cl)ccc1OCCOCCNC(C)(C)C	u	-4%	u
33	COc1cc(NC(=O)c2sc3nc4n(c(=O)c3c2C)CCCCC4)cc(OC)c1OC	u	4%	u
34	COC(=O)[C@H](CC(C)C)NC(=O)/C=C/[C@H]1O[C@@H](n2ccc(=O)[nH]c2=O)[C@H](O)[C@@H]1O	9%	x	2%
35	O=C(COC(=O)CNC(=O)c1ccccc1F)Nc1cccc(S(=O)(=O)N2CCCCCC2)c1	-1%	1%	2%
36	CCOC(=O)c1c(C)oc2nc(C)nc(NCc3cccc(OC)c3)c12	u	-1%	16µM*
37	O=[N+]([O-])c1ccc(Oc2cccc3cccnc23)c(Cl)c1	-26%	x	-12%
38	CC(=O)Oc1cccc(N2C(=O)c3ccccc3C2=O)c1	-7%	1%	4%
39	COc1ccc(CNC(=O)C2CSC(c3ccc(OC)cc3)N2C(C)=O)cc1 (centres undefined)	-22%	3%	-20%
40	CC1=C(C(=O)N2CCOCC2)CC(CC(=O)NC2CC2)C(=O)N1Cc1ccc(F)cc1 (centres undefined)	0%	x	5%
41	Clc1nc(NCc2ccco2)c2ccccc2n1	7.1µM*	x	u
42	CC(=O)/C(N=Nc1c(C)n(C)n(-c2ccccc2)c1=O)=C(\C)O	-1%	6%	8%
43	CCOC(=O)C1CCN(Cc2cccc(OC)c2)CC1	-9%	-8%	-12%
44	O=C(N/C(=C/c1ccc2c(c1)OCO2)C(=O)N1CCOCC1)c1cccs1	-13%	-3%	-13%
45	Cc1csc(SCC(=O)NC(=O)C2CCCCC2)n1	-3%	-6%	-13%
46	O=C(CCCn1nnnc1CN1CCOCC1)N1CCC(c2ccccc2Cl)C1 (centres undefined)	-28%	6%	-22%
47	CCOc1cc(CNc2nn[nH]n2)ccc1OCC(=O)NC(C)(C)C	-4%	3%	-2%
48	CCOc1ccc2nc(N3CCCC3C(=O)N3CCC(c4nc5ccccc5o4)CC3)nc(C)c2c1 (centres undefined)	-20%	x	-2%
49	CCCS(=O)(=O)NC(=O)C1(C)CCCN(C(=O)c2ccc(C#N)cc2)C1 (centres undefined)	-2%	x	0%
50	CCCCCC(=O)Nc1cccc(C2=NOC3(C2)C[C@H](C(N)=O)N(C(=O)CC)C3)c1 (some centres undefined)	-13%	4%	1%
51	C=CCN1C=CC(=O)[C@@H](O)[C@H]1c1ccccc1Br	25%	x	-1%
52	COc1ccc(CCNC(=O)C(=O)NCC2CCCO2)cc1OC (centres undefined)	-29%	0%	-5%
53	CSc1nc2nc3c(cc2c(=O)n1-c1cccc(C)c1)COC(C)(C)C3	u	5%	u
54	COc1cc(OC)cc(-n2c(=O)c3sccc3n(Cc3cc(=O)n4c(C)cccc4n3)c2=O)c1	-13%	1%	-9%
55	CCOC(=O)C1CCN(C(=O)c2ccccc2NS(=O)(=O)c2ccccc2)CC1	-2%	5%[56.1 µM]	3%
56	CCCCCCN1C[C@H](O)[C@@H](n2cc(-c3ccc(F)cc3)nn2)C[C@@H]1c1ccccc1	21µM*	x	21µM*
57	O=C(NNC(=O)c1cccc2ccccc12)c1ccc(-c2ccccc2)cc1	u	3%	u
58	COc1ccc(NC(=O)CN2C(=O)NC(c3ccccc3)(c3ccccc3)C2=O)cc1	u	10%	u
59	Cc1cc(C(=O)CSc2nnc(-c3cccs3)o2)c(C)n1-c1ccccc1	u	6%	u
60	CCOC(=O)C1CN(S(=O)(=O)c2ccc(Cl)cc2)c2cc(S(=O)(=O)CC)ccc2O1 (centres undefined)	1%	-2%	15%
61	CC(c1ccccc1)n1ccnc1CO (centres undefined)	-6%	x	2%
62	O=S(=O)(/C=C/c1ccccc1)Nc1ccc(F)cc1	-16%	3%	11%
63	CCc1ccc(-n2c(SCc3ccccc3F)nc3[nH]ncc3c2=O)cc1	16µM*	9%	21µM*
64	O=S(=O)(c1ccc(OC(F)(F)F)cc1)N1CCCC(c2ccccc2)C1 (centres undefined)	-28%	x	-9%
65	CC(=O)Nc1cc2cc(NS(=O)(=O)c3ccc(Cl)cc3)ccc2oc1=O	-15%	x	-6%
66	COc1ccccc1-c1c(C(F)(F)F)oc2cc(OCC(=O)Nc3ccccc3C(F)(F)F)ccc2c1=O	u	-1%	u
67	COc1cc(-c2noc(C)c2/C=C/c2ccc(N)cc2)cc(OC)c1OC	1µM*	x	1.2µM*
68	O=C(O)c1ccccc1S(=O)(=O)c1ccccc1CO	2%	-1%	-19%
69	CCOC(=O)C1CCCN(C(=O)CN2C(=O)c3ccccc3C2=O)C1 (centres undefined)	1%	6%	-5%
70	CCc1cc2c(SCC(=O)c3cccs3)ncnc2s1	u	-2%	u
71	NCCCNCCCCN(CCCN)/[N+]([O-])=N/O	13µM*	-2%[56.1 µM]	13µM*
72	COc1ccc(CCNC(=O)CSc2ccc(-c3ccccc3)nn2)cc1OC	-19%	6%	-22%
73	O=C(Nc1ccccc1N1CCOCC1)c1cccc2c(Br)cccc12	18µM*	x	u
74	COc1ccc(S(=O)(=O)N2CCCCCC2)cc1N(C)S(=O)(=O)c1ccc(Cl)cc1	18µM*	4%	16µM*
75	O=S(=O)(Nc1ccc(Nc2ccccc2)cc1)c1ccc(F)cc1	u	x	u

An excerpt from above in order of number of heavy atoms, low to high:
nr	SMILES	TDP1 cell noCPT	TDP1 inh	TDP1 cell CPT
71	NCCCNCCCCN(CCCN)/[N+]([O-])=N/O	13µM*	-2%[56.1 µM]	13µM*
62	O=S(=O)(/C=C/c1ccccc1)Nc1ccc(F)cc1	-16%	3%	11%
75	O=S(=O)(Nc1ccc(Nc2ccccc2)cc1)c1ccc(F)cc1	u	x	u
65	CC(=O)Nc1cc2cc(NS(=O)(=O)c3ccc(Cl)cc3)ccc2oc1=O	-15%	x	-6%
63	CCc1ccc(-n2c(SCc3ccccc3F)nc3[nH]ncc3c2=O)cc1	16µM*	9%	21µM*
72	COc1ccc(CCNC(=O)CSc2ccc(-c3ccccc3)nn2)cc1OC	-19%	6%	-22%
66	COc1ccccc1-c1c(C(F)(F)F)oc2cc(OCC(=O)Nc3ccccc3C(F)(F)F)ccc2c1=O	u	-1%	u

Next results:
nr	SMILES	TDP1 cell noCPT	TDP1 inh	TDP1 cell CPT
76	O=C(O)CC1(CC(=O)Nc2ccccc2N2CCOCC2)CCCC1	-14%	6%	1%
77	Cc1ccc(S(=O)(=O)Nc2ccc3c(c2)C(=O)N([C@@H](C)CO)C[C@@H](C)[C@@H](CN(C)C(=O)NC(C)C)OCCCC[C@H](C)O3)cc1	u	x	-18%
78	CC(C)Cc1nc2sc3c(=O)n(N)cnc3c2c2c1COC(C)(C)C2	u	-1%	-28%
79	O=C(O)c1ccccc1C(=O)Nc1ccc(Oc2ccc3ccccc3c2)cc1	-23%	9%	11%
80	COc1ccc(Cl)cc1Cn1c(C)c(C(=O)NCc2cccc(C(F)(F)F)c2)sc1=O	u	x	u
81	COc1ccc(C2CC(=O)C3=C(C2)Nc2ccccc2NC3c2coc3ccccc3c2=O)cc1OC (centres undefined)	26µM*	3%	16µM*
82	Nc1nc(NCCOCCO)nc(NC2CCCCC2)c1[N+](=O)[O-]	-4%	x	-21%
83	O=C(O)CCNS(=O)(=O)c1ccc2c(c1)OCCCO2	7%	5%	0%
84	Cc1cc2cc3c(C)cc(=O)oc3c(C)c2o1	-24%	5%[56.1 µM]	24%
85	COC(=O)CSc1nc(SCc2ccc(C)cc2)nc2c1CCCC2	-4%	x	-12%
86	CN(Cc1cccnc1)C(=O)c1cc(COc2ccc3ncccc3c2)on1	8.2µM*	x	4.6µM*
87	Cc1nn2cnnc2c(C)c1Cc1c(F)cccc1Cl	u	x	0%

High-throughput results: PubChem BioAssay, National Center for Advancing Translational Sciences (NCATS)
